# Mac1 fbg enh – enhancers of CD11b/CD18 adhesion to fibrinogen, primary screen, K562 cells, luminescence; Integrin beta-2 (Homo sapiens) + Integrin alpha-M (Homo sapiens), P05107+P11215; ATPlite luminescence; activation, % at 10 µM; 93,000 compounds, 0.07% hits;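 active means 10 µM primary screen giving 50% or more activity, confirmed by 40% or more on retest at that dose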; further: strong numbers were not always called active; reference of the scale not given here
# Target sequence (P05107 whole entry, looked up, other chains not shown): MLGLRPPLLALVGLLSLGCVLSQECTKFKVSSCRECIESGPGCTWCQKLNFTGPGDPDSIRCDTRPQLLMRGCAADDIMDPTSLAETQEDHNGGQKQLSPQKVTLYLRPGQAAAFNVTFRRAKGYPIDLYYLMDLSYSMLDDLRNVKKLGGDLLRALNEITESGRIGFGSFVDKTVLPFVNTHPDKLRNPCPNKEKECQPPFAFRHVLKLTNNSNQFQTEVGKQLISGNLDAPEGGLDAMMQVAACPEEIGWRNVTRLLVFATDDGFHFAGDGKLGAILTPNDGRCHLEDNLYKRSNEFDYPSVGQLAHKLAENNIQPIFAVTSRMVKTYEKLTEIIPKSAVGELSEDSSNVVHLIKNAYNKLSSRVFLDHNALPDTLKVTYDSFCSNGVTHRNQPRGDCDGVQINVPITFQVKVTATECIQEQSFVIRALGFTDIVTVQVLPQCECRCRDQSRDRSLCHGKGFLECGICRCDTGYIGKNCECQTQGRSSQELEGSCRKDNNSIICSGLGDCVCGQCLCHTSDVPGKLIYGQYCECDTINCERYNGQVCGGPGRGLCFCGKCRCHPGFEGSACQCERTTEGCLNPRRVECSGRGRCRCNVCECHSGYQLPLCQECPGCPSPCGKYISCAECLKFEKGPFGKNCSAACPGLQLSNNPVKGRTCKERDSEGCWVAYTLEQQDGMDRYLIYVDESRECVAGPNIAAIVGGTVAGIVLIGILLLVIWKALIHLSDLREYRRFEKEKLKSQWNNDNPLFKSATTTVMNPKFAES
# Active calls of the source: *. These rows are one share of the data; the hit share may differ from the screen's.
# The opening 17 entries, to show the layout:
Mac1 fbg enh,SMILES
-2.4,NC(=O)C1CCN(C(=O)c2ccc(Oc3ccccc3)cc2)CC1
2.2,Cc1cc(Cl)ccc1Oc1nc(-c2ccccc2)ncc1S(C)(=O)=O
1.5,CCc1cccc(C)c1NC(=O)Cn1c(NCCO)nc2ccccc21
-8.8,Cc1cccc(Nc2nnc(C)c(=O)n2N)c1
1.5,OCC(O)CSc1nc(-c2ccccc2)nc2c1CCC2 (configuration not stated)
0.4,CC/C(=N\NC(=O)Nc1ccccc1)c1ccccc1
-1.7,O=[N+]([O-])c1cccc(C(=Nc2ccccc2Cl)NO)c1
-1.5,COC(=O)c1c(NC(=O)CN(c2ccc(C)c(C)c2)S(C)(=O)=O)sc2c1CCCC2
-0.1,CCOC(=O)Cn1nc(/C=C/c2ccc(C)cc2)ccc1=O
2.5,CCCNC(=S)Nc1ccc(CC(=O)OC)cc1
-3.7,O=C(COc1ccccc1Cl)NCCc1ccc2c(c1)OCCO2
-1.8,O=C(CSc1nc2cc(Cl)ccc2s1)c1cc2ccccc2o1
8.8,COc1ccc(CC(=O)N(CC2CCCO2)c2nc3ccccc3s2)cc1 (configuration not stated)
8.7,CCN(CC)S(=O)(=O)c1ccc(/C=C/C(=O)OCC(=O)Nc2cccc3ccccc23)cc1
28.8,Cc1cc(/C=C2/C(=O)NN(c3ccccc3)C2=O)c(C)n1-c1cccc(O)c1
-3.0,C/C(=C\c1ccccc1)CN(C)CCN(C)C
6.0,CCCCNC(=S)N(C)/N=C/c1ccc(OCc2ccc(C(=O)OC)cc2)c(OC)c1

# This part in full, from the first entry:
Mac1 fbg enh,SMILES
-2.4,NC(=O)C1CCN(C(=O)c2ccc(Oc3ccccc3)cc2)CC1
2.2,Cc1cc(Cl)ccc1Oc1nc(-c2ccccc2)ncc1S(C)(=O)=O
1.5,CCc1cccc(C)c1NC(=O)Cn1c(NCCO)nc2ccccc21
-8.8,Cc1cccc(Nc2nnc(C)c(=O)n2N)c1
1.5,OCC(O)CSc1nc(-c2ccccc2)nc2c1CCC2 (configuration not stated)
0.4,CC/C(=N\NC(=O)Nc1ccccc1)c1ccccc1
-1.7,O=[N+]([O-])c1cccc(C(=Nc2ccccc2Cl)NO)c1
-1.5,COC(=O)c1c(NC(=O)CN(c2ccc(C)c(C)c2)S(C)(=O)=O)sc2c1CCCC2
-0.1,CCOC(=O)Cn1nc(/C=C/c2ccc(C)cc2)ccc1=O
2.5,CCCNC(=S)Nc1ccc(CC(=O)OC)cc1
-3.7,O=C(COc1ccccc1Cl)NCCc1ccc2c(c1)OCCO2
-1.8,O=C(CSc1nc2cc(Cl)ccc2s1)c1cc2ccccc2o1
8.8,COc1ccc(CC(=O)N(CC2CCCO2)c2nc3ccccc3s2)cc1 (configuration not stated)
8.7,CCN(CC)S(=O)(=O)c1ccc(/C=C/C(=O)OCC(=O)Nc2cccc3ccccc23)cc1
28.8,Cc1cc(/C=C2/C(=O)NN(c3ccccc3)C2=O)c(C)n1-c1cccc(O)c1
-3.0,C/C(=C\c1ccccc1)CN(C)CCN(C)C
6.0,CCCCNC(=S)N(C)/N=C/c1ccc(OCc2ccc(C(=O)OC)cc2)c(OC)c1
-0.8,Cc1[nH]c2ccccc2c1C(=O)CN1CCC2(CC1)OCCO2
3.5,CCOC(=O)C(Cc1ccccc1)C(=O)Nc1cccc2ccccc12 (configuration not stated)
0.0,CCOC(=O)CN1C(=O)S/C(=C/c2ccc(N3CCCCC3)o2)C1=O
-9.2,Cc1ccc(C(=O)Nc2ccc(Cc3ccncc3)cc2)cc1[N+](=O)[O-]
-0.6,COc1ccc(C(=O)c2cnc3ccccc3c2-c2ccccc2)cc1
17.9,CC(=O)c1ccc(NC(=S)N2CCN(CCN3C(=O)c4cccc5cccc(c45)C3=O)CC2)cc1
-1.9,CC1CC(C)(C)CC2(C1)NC(=O)N(CC(=O)NCCc1c[nH]c3ccccc13)C2=O (configuration not stated)
0.1,C=CCNC(=O)c1ccc(CNS(=O)(=O)c2ccc(NC(C)=O)cc2)cc1
30.0,COc1ccc(/C=c2\sc3nc(-c4ccccc4)c(-c4ccccc4)n3c2=O)cc1OC
1.9,C=C(C)C1CC=C(C)/C(=N/NC(=O)c2ccc(NC(=O)CC)cc2)C1 (configuration not stated)
1.4,COC(=O)c1ccc(NC(=O)CSC2=NCCN2)cc1
-6.9,CC1(C)Cc2nc3sc4c(=O)n(CC(N)=O)cnc4c3cc2CO1
0.7,Cc1cc(/C=C(\C#N)C(=O)Nc2ccccc2)c(C)n1-c1cccnc1
0.6,CCOc1cc(C=C(C(=O)OC)C(=O)OC)ccc1OCc1ccc([N+](=O)[O-])cc1
3.9,N#C/C(=C\c1cccnc1)C(=O)Nc1cccc2ccccc12
-0.4,CCOc1ccccc1NC(=S)N1CCC(NC(=O)NC23CC4CC(CC(C4)C2)C3)CC1
3.6,CCc1ccc(Nc2nc(N)nc(CSc3nc4ccccc4s3)n2)cc1
-2.1,O=C1c2cccc3cccc(c23)C(=O)N1CC1CCN(S(=O)(=O)c2ccc(F)cc2)CC1
-2.7,O=c1[nH]c2ccccc2n2c(-c3ccccc3)nnc12
4.8,O=C(CSc1nnc(CCc2ccccc2)n1-c1ccc(Cl)cc1)c1ccccc1
28.9,O=C(CSc1ccc(-c2nc3ccccc3[nH]2)cn1)Nc1ccc2c(c1)OCCO2
0.3,S=c1[nH]nc(-c2ccccc2)n1/N=C/C=C/c1ccco1
-1.6,Cc1cccc(C)c1NC(=O)COC(=O)COc1ccc2c(C)cc(=O)oc2c1
-3.0,Cc1c(NC(=S)NC(=O)Cc2ccccc2)cccc1C(=O)O
12.8,CC1(C(=O)N(Cc2ccccc2)Cc2ccccc2)CC1(Br)Br (configuration not stated)
-2.7,Cc1cc(C)nc(Sc2ccc(/C=C(\C#N)C(=O)Nc3ccccc3)o2)n1
1.2,O=C(CNC(=O)c1ccccc1F)N/N=C/c1cn[nH]c1-c1ccccc1
53.8,Cc1cc(C)c(NC(=O)C(C)Sc2nc3ccc(N4C(=O)c5ccccc5C4=O)cc3s2)c(C)c1 (configuration not stated)
11.6,Cc1ccc(C2(C(F)(F)F)NC(=O)N3C(=C2C#N)Nc2ccccc23)cc1 (configuration not stated)
-5.4,CC1(C)CC(=O)C=C(OC(=O)c2ccc(Cl)cc2)C1
-4.3,CC1CCCN(C(=O)c2cccc(S(=O)(=O)Nc3cc(C(F)(F)F)ccc3Cl)c2)C1 (configuration not stated)
0.3,CCOc1ccccc1NC(=S)N(Cc1cc2ccc(C)cc2[nH]c1=O)CC1CCCN1CC (configuration not stated)
-3.3,O=C(CSc1nc2ccc([N+](=O)[O-])cc2[nH]1)NC1CCCCC1

# Additional results follow:
Mac1 fbg enh,SMILES
27.5,COc1cccc(C2C3=C(N=c4s/c(=C\c5ccc(O)cc5)c(=O)n42)c2ccccc2CC3)c1OC (configuration not stated)
3.0,O=C1c2cccc3cccc(c23)C(=O)N1OS(=O)(=O)c1ccc(Br)cc1
-0.2,Cc1cccc(C(=O)N2CCN(c3ccc([N+](=O)[O-])c(NCc4ccco4)c3)CC2)c1
-3.6,Cc1ccc(-n2c(Cn3nc(C(F)F)cc3C(F)F)n[nH]c2=S)cc1
-6.7,Cc1cc(C(=O)CSc2nnc(-c3ccc4c(c3)OCO4)o2)c(C)n1-c1ccc(F)cc1
-0.3,Cc1ccc(C(=O)NNC2=NCCC2)cc1
-9.0,Cc1cccc(NC(=S)Nc2ccc(Oc3ccccc3)cc2)n1
-7.4,O=C(CSc1nc2ccccc2n1CCc1ccccc1)NC1CC1
6.7,CCc1nc2ccc(C(=O)Nc3cccc(C(C)=O)c3)cc2nc1CC
-1.0,CCOC(=O)c1c(-c2ccc(Cl)cc2)cn2ccccc12

# In another format: results already given
SMILES	Mac1 fbg enh
CCc1nc2ccc(C(=O)Nc3cccc(C(C)=O)c3)cc2nc1CC	6.7
CCOC(=O)c1c(-c2ccc(Cl)cc2)cn2ccccc12	-1.0

# (next part)
Mac1 fbg enh,SMILES
11.8,CCOC(=O)c1c(-c2ccccc2)csc1NC(=O)c1cc2ccccc2oc1=O
-2.8,CCn1c2ccccc2c2nnc(SCC(=O)Nc3c(C)n(C)n(-c4ccccc4)c3=O)nc21
-2.3,CCc1nc(SCC(=O)N2c3ccccc3Sc3ccccc32)c2ccccc2n1
4.5,Cc1c(/C=N/NC(=O)CNc2ccccc2)c2ccccn2c1C(=O)c1ccccc1
-3.3,O=C(N/N=C/c1cccc(Oc2ccccc2)c1)c1cccc(Br)c1
-0.9,Cc1ccc(C)c(NC(=O)CN(C)C(=O)Cc2ccccc2)c1
-1.7,Oc1ccc2ccccc2c1CNc1cnc2ccccc2c1
-0.8,O=C(Nc1ccc2c(c1)CCC2)c1ccccc1
5.1,COCCNC(=S)NCCCNc1nc2cc3c(cc2cc1C#N)OCO3
-4.0,N#CCC(=N)N1CCN(c2ccc(Cl)cc2)CC1
31.0,CCN(C(=O)[C@@H]1CCCN1C(=O)c1cccs1)c1nc2cc(Cl)ccc2s1
1.3,Cc1ccsc1/C=C/c1ccc2ccccc2n1
1.5,Cc1ccc(-c2csc(N(Cc3ccco3)C(=O)c3cccs3)n2)cc1
0.2,O=C(O)c1nn(-c2ccccc2)ccc1=O
6.0,CN(C)CCCN(C(=O)CCc1ccccc1)c1nc2ccc(F)cc2s1
-0.9,CCOC(=O)C(=O)/C(=C\N(C)C)c1onc(-c2ccccc2)c1C(=O)OC
54.9,O=C(Cc1cccs1)Nc1nnc(SCc2cccc3ccccc23)s1
1.2,CCCCc1c(O)nc2sc3cc(OC)ccc3n2c1=O
-1.3,Cc1ccc(-c2csc(-c3c[nH]c4ccccc34)n2)c(C)c1
-3.2,Cc1cccc(Sc2nc(-c3ccccc3)ccc2C#N)c1
-5.6,CCCNC(=O)COC(=O)c1ccc(OCC(=O)Nc2ccccc2OC)c(OC)c1
-0.5,CC(C)NS(=O)(=O)c1ccc(Oc2ncc(C(F)(F)F)cc2Cl)cc1
63.9,O=C(/C=C/Nc1ccc(Cc2ccc(N/C=C/C(=O)C(F)(F)F)cc2)cc1)C(F)(F)F
6.7,CCCNS(=O)(=O)c1cccc(C(=O)NC2CCCc3ccccc32)c1 (configuration not stated)
-10.5,CCOc1cc(CNCCc2ccc(S(N)(=O)=O)cc2)cc(Cl)c1OCc1ccccc1
-0.5,COc1ccc2cc(C3(C)NC(=O)N(CC(=O)NCCC4=CCCCC4)C3=O)ccc2c1 (configuration not stated)
-0.3,Cc1ccc(S(=O)(=O)/N=C(\N)Nc2nc(C)c3ccc(C)cc3n2)cc1
-4.1,Cc1ccc(-c2cc(C(=O)N/N=C/c3c[nH]c4ccccc34)[nH]n2)cc1
3.2,COc1ccc(-c2nn(-c3ccccc3)cc2/C=N/NS(=O)(=O)c2ccccc2)cc1
-2.4,COC(=O)c1nn(-c2ccccc2)c(Sc2ccc(OC)cc2)c1/C=N/O
-0.6,Cc1ccc(SCCC(=O)Nc2ccc(Br)c(C)c2)cc1
3.4,CCCCC(O)(CCCC)C(=O)NN(C(=O)CCl)c1ccccc1
-4.1,CCCc1ccc(C(=O)NNC(=O)c2ccc(Cl)cc2)cc1
35.3,CC(=O)Nc1ccc(NC(=O)c2ccc(Cn3cc(Cl)cn3)cc2)cc1
-2.0,CS(=O)(=O)N(CC(=O)Nc1ccc(F)c(F)c1)c1cccc([N+](=O)[O-])c1
-1.8,CC(O)(CS(=O)(=O)Cc1ccccc1)C(=O)Nc1ccc(C(F)(F)F)cc1 (configuration not stated)
-3.0,CCCc1cc(-c2n[nH]c(=S)n2C(C)c2ccccc2)cs1 (configuration not stated)
31.0,Cc1ccc(-c2nnc(Nc3ccc4c(c3)OCO4)c3ccccc23)cc1S(=O)(=O)NC(C)C
-2.9,Cc1ccc(CNC(=O)CCC(=O)c2cccs2)cc1
6.5,CCCCSc1nnc(-c2ccccc2)c2ccccc12
-2.3,CCN(CC)S(=O)(=O)c1cccc(NC(=O)COC(=O)c2ccc(Br)o2)c1
5.0,CSc1nnc(-c2cc3c(s2)-c2ccccc2CC3)o1
0.6,COc1ccc(/C=C2/SC(=O)N(CCNC(=O)C3COc4ccccc4O3)C2=O)cc1 (configuration not stated)
-0.4,COc1cccc(C2CC(c3cccs3)=NN2C(=S)Nc2ccccc2)c1OC (configuration not stated)
-0.2,Cc1ccccc1/C=N/NC(=O)Cn1cnc([N+](=O)[O-])n1
6.2,COc1ccc(C(=O)NCC(=O)NCC(c2ccco2)N(C)C)cc1OC (configuration not stated)
-7.0,CCCc1nc2c(c(=O)c3ccccc3n2C)c(=O)n1C1CCCCCC1
-0.7,CCOc1ccc(NC(=O)CCSc2ccc3ccccc3n2)cc1
-1.8,O=C(O)COc1ccc(Br)cc1/C=C1/SC(=O)N(CC(=O)N2CCCC2)C1=O
3.8,Cc1ccc2c(c1)N(S(=O)(=O)c1ccc(F)cc1)C(C(C)(C)C)CO2 (configuration not stated)

# Next part.
Mac1 fbg enh,SMILES
0.0,C1=C(CCNCC2CC2)CCCC1
-1.8,S=C(Nc1cccc(Cl)c1)N1CCOCC1
-1.3,CCc1ccc2c(c1)c(N=NC1=NC(=O)CS1)c(O)n2C
0.8,Cc1ccc(-n2cc(-c3ccc([N+](=O)[O-])cc3)[nH]c2=S)c(C)c1
3.9,Cc1ccccc1N1CCN(C(=O)c2ccc(Oc3ccc(C(F)(F)F)cn3)cc2)CC1
0.3,Cc1ccc(S(=O)(=O)/N=C(\c2ccccc2)N(C)S(=O)(=O)c2ccc(C)cc2)cc1
-4.1,C=CCSc1nc(=O)n2cccc(C)c2n1
-3.8,Cc1c(C(=O)NCCCc2ccccc2)cccc1[N+](=O)[O-]
-1.4,COc1ccc(S(=O)(=O)CCc2nnc(NC(=O)c3cccs3)s2)cc1
5.7,Cc1ccc(OC(=O)c2ccc(N3CCOCC3)c([N+](=O)[O-])c2)cc1
9.7,COC(=O)c1nn(-c2ccccc2)c(Cl)c1/C=N/OC(=O)c1ccc(Cl)c(Cl)c1
-7.1,COC(=O)c1[nH]c2ccc(F)cc2c1NC(=O)Nc1ccc(OC)cc1
4.7,COc1cc(CNCc2cccs2)cc(Br)c1OC
6.6,Cc1cc(N2CCOCC2)nc(-c2ccccc2O)n1
-2.5,CC(CNS(=O)(=O)c1ccccc1)(c1ccccc1)N1CCOCC1 (configuration not stated)
2.3,CCc1cc[n+](-c2nc([O-])sc2C=O)cc1
1.3,Cc1nnc(NC(=O)COc2ccc3c(C)cc(=O)oc3c2)s1
5.4,O=C(COc1ccc(Cc2ccccc2)cc1)c1ccc(F)cc1
-0.7,Cc1ccccc1NC(=O)COC(=O)Cc1cccc(C(F)(F)F)c1
